Lipid storage S3 – qHTS Assay for Lipid Storage Modulators in Drosophila S3 Cells. AID 2685, 2010. 0.64% of 320,000 active. lipid storage change, negative = inhibition, % at the top dose, mostly 46.1 µM; hits show Potency in µM. Drosophila S3 cells, BODIPY lipid droplet fluorescence, 18-24 h; cells fed with added oleic acid; active = well fitted inhibition curve with a large enough effect in the signal ratio, with a control signal flat, not every such curve was filed as active; inconclusive = small, poorly fitted or top-dose-only effect, or effect the other way, or a change in a side signal; the % refers to the signal ratio
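Laser-scanning cytometry quantifies lipid droplet accumulation (500–530 nm total intensity; droplet/cell object ratio) in oleic acid-fed (400 uM added) Drosophila S3 cells treated with a concentration series. 20 uM Triacsin C defined 100% inhibition.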
Lipid storage S3 cell count max – further read-out of Lipid storage S3, marked with its call; cell number change, %; measured here: cell count max response;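 cells counted by Cell Tracker Red CMTPX staining in the red channel; peak over a dose series mostly up to 46.1 µM; percent activity relative to internal control wells on each plate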
The depositor's hits bear a star; i = inactive; u = inconclusive; x = no result given; [ ] = another dose, or the depositor's remark. % is set by controls: 0 for no effect and ±100 for the full control effect; potency is the fitted concentration of half-maximal effect.

SMILES	Lipid storage S3	Lipid storage S3 cell count max
c1ccc(Cc2cc[n+](Cc3ccccc3)cc2)cc1	-2%	7
CCN=C1SC(CC(=O)NCC)C(=O)N1CC (stereo not given)	u	x
Nc1nc(Nc2cccc(F)c2)nc(N2CCOCC2)c1[N+](=O)[O-]	1%	12
Cn1c(SCC(=O)N2CCOCC2)nnc1-c1ccco1	u	x
O=C(c1cccc(S(=O)(=O)Nc2ccccc2Cl)c1)N1CCC1	18%[0.0737 µM]	0
O=C(CS(=O)CC(=O)Nc1ccc(Cl)cc1)NCC1OCCc2ccccc21 (stereo not given)	i	4
COc1ccc(/C=N/NC(=O)c2c(Br)cnn2C)c2ccccc12	u	x
COc1ccccc1C(=O)COC(=O)c1cccc(S(=O)(=O)N2CCCC2)c1	u	x
CC(=O)/C(N=Nc1ccc(C(=O)O)cc1)=C(\C)O	-17%	0
Cc1cc(N2CCN(c3ccc(F)cc3)CC2)nc(-c2ccccc2)n1	-1%	-2
COc1ccc(NC(=O)CS(=O)(=O)c2cn(CC(=O)N3CCOCC3)c3ccccc23)cc1OC	u	x
CN(CC(=O)NC1CCCC1)S(=O)(=O)c1cnc[nH]1	7%	14
Cc1cccc(CC2S/C(=N/c3ccccn3)NC2=O)c1 (stereo not given)	0%	-11
CCOC(=O)CC(NC(=O)c1ccccc1)c1ccc(OC)cc1 (stereo not given)	-5%	0
CCCCC(=O)NC(=S)Nc1ccc(Cl)c(C(=O)O)c1	u	x
CCOC(=O)c1ccc(NC(=O)CSc2ccc(-c3cccnc3)nn2)cc1	u	x
CCc1c(O)nc2ccccn2c1=O	u	x
C=CCc1ccc(OCC(O)COc2ccc(CC=C)cc2OC)c(OC)c1	u	x
O=C(CN1CCCCC1)Nc1cccc(Oc2ccccc2)c1	u	x
COc1ccccc1NS(=O)(=O)c1cc(-c2cnc(C3CC3)o2)ccc1C	u	x
Cc1ccc(OCCOCCn2cnc3ccccc3c2=O)cc1C	u	x
Cc1cc(C(=O)NC2CCCN(Cc3ccc(Cl)cc3)C2)n(C)n1 (stereo not given)	21%	-14
COc1ccc(/C=N/Nc2nc(C)c([N+](=O)[O-])c(N(C)c3ccccc3)n2)cc1OC	19%	-5
Cc1ccc(C(=O)N/C(=C\c2ccco2)C(=O)NCCc2c[nH]c3ccccc23)cc1	u	x
CCC(=O)Nc1cccc(-c2nc3ccc(C)cc3o2)c1	i	-20
Fc1ccccc1Nc1nc2ccccc2o1	2%	7
Cc1cccc(NC(=O)CN2CCN(C(=O)C3CCCO3)CC2)c1C (stereo not given)	-8%	15
CCCCc1ccc(NC(=O)N2CCNC(=O)C2CC(=O)Nc2ccsc2C(=O)OC)cc1 (stereo not given)	u	x
CN1CCN(c2ccc(C(=O)c3ccc(Br)cc3)cc2[N+](=O)[O-])CC1	u	x
CC(=O)Nc1ccc(OCC[n+]2cccc(C(N)=O)c2)cc1	u	x
CCC(C)NC(=O)CN(c1cc(C)ccc1OC)S(C)(=O)=O (stereo not given)	u	x
c1ccc(-c2noc(C3CCC3)n2)nc1	4%	10
CCN1CCSc2ccc(C(=O)NCc3ccccc3C)cc21	u	x
O=C(N/C(=C\c1ccccc1)C(=O)N1CCN(CCO)CC1)c1ccccc1	u	x
C/C(=N/OCc1ccc(Br)cc1)c1ccccn1	u	x
Cc1ccc(CN2C(=O)C(C)(C)Oc3ccc(C(=O)N4CCCCC4)cc32)cc1	26%	3
COc1ccc(NC(=O)CSc2nc(N)c(NC(=O)c3ccccc3F)c(=O)[nH]2)cc1	u	x
COc1ccc(OCCOc2ccc(C)nc2[N+](=O)[O-])cc1	u	x
O=C(O)c1cc(-c2cccs2)nn1-c1ccc(F)cc1	1%	x
CCCCCSc1nnc(C)c(=O)[nH]1	-15%	28

Not a retest: entries from further up.
SMILES	Lipid storage S3	Lipid storage S3 cell count max
Cc1ccc(OCCOCCn2cnc3ccccc3c2=O)cc1C	u	x
Cc1cc(C(=O)NC2CCCN(Cc3ccc(Cl)cc3)C2)n(C)n1 (stereo not given)	21%	-14
COc1ccc(/C=N/Nc2nc(C)c([N+](=O)[O-])c(N(C)c3ccccc3)n2)cc1OC	19%	-5
Cc1ccc(C(=O)N/C(=C\c2ccco2)C(=O)NCCc2c[nH]c3ccccc23)cc1	u	x
CCC(=O)Nc1cccc(-c2nc3ccc(C)cc3o2)c1	i	-20
Fc1ccccc1Nc1nc2ccccc2o1	2%	7
Cc1cccc(NC(=O)CN2CCN(C(=O)C3CCCO3)CC2)c1C (stereo not given)	-8%	15

Quoted at random: two compounds from above.
SMILES	Lipid storage S3	Lipid storage S3 cell count max
CN(CC(=O)NC1CCCC1)S(=O)(=O)c1cnc[nH]1	7%	14
CCC(C)NC(=O)CN(c1cc(C)ccc1OC)S(C)(=O)=O (stereo not given)	u	x

Following part.
SMILES	Lipid storage S3	Lipid storage S3 cell count max
CC(=O)c1ccc(N2CCN(Cc3nc(Cc4ccccc4)no3)CC2)cc1	u	x
Cc1noc(C)c1S(=O)(=O)N1CCC(C(=O)N2CCC(C)CC2)CC1	u	x
CCCCNC(=O)O[C@H]1C[C@@H]2CCN3C(=O)CCC(C)(C)[C@H](C1)[C@H]23	u	x
COc1ccc(Cc2nnc(NC(=O)c3cccc(F)c3)s2)cc1OC	11%	x
CCN(CC)c1ccc2cc(NC(=O)CCC(=O)O)c(=O)oc2c1	u	x
COc1ccc(C2(CNC(=O)C(=O)Nc3ccc(C)cc3)CCOCC2)cc1	u	x
Cc1ccc(Cl)cc1NS(=O)(=O)c1cc2[nH]c(=O)c(=O)[nH]c2cc1C	i	5
N#C/C(=C\c1cn(CCOc2ccccc2)c2ccccc12)C(=O)NCc1cccs1	u	x
COc1ccc(OC)c(-c2csc(NC(=O)Cc3ccccc3OC)n2)c1	u	x
CN(C)CCN(C(=O)/C=C/c1cccs1)c1nc2ccc(F)cc2s1	u	x
COc1ccccc1NC(NC(=O)c1ccco1)C(=O)c1ccccc1 (stereo not given)	u	x
Cc1nn(C)cc1CN1CCCC(C(=O)c2ccc(-c3ccccc3)c(F)c2)C1 (stereo not given)	-9%	-4
CCCn1c(=O)c(C(=O)NCCc2ccc(OC)cc2)c(O)c2ccccc21	u	x
C=CCn1c(O)c(N=Nc2ccccc2C)c2ccccc21	10%	10
O=C(c1ccc(Cl)cc1)N1CCOc2ccccc21	u	x
O=C(NN=C1CCC(c2ccccc2)CC1)c1ccccc1-n1cccc1 (stereo not given)	13%	5
O=C1Nc2ccccc2N(O)N1c1ccc(S(=O)(=O)Nc2ccccn2)cc1	i	-45
CCCOCC1CC(CCc2nc(=S)[nH][nH]2)C(=O)O1 (stereo not given)	u	x
Cc1onc(-c2ccccc2)c1C(=O)NCC1COc2ccccc2O1 (stereo not given)	i	x
COc1ccccc1CC(=O)Nc1sc2c(c1C(N)=O)CCCC2	u	x
CCOC(=O)C1(Cc2ccccc2C)CCCN(C(=O)c2ccccn2)C1 (stereo not given)	u	x
COc1ccc(CCn2c(O)cc3nn(-c4nc5ccccc5s4)c(=O)c-3c2C)cc1	u	x
COc1ccccc1N1CCN(c2ncc(C(=O)N3CCN(c4cccc(Cl)c4)CC3)c3ccccc23)CC1	-1%	0
Cc1cccc(NC(=S)N2CCN(C(=O)C3CCCO3)CC2)c1 (stereo not given)	u	x
CC(C)CC(=O)N1CCN(Cc2cccc(F)c2)CC1	-3%	13
Clc1ccc(CSc2nnc(Cn3cnc4ccccc43)o2)cc1	i	x
CC(=O)NCCOc1ccc2oc3ccccc3c2c1	20%	-18
CC(C)NC(=O)NC(=O)COC(=O)c1cccc(S(=O)(=O)N2CCCCC2)c1	u	x
Cc1ccc(OCCC(=O)Nc2ccc(C)c(S(=O)(=O)N3CCOCC3)c2)cc1	u	x
O=C(c1cc2ccccc2oc1=O)N(Cc1cccs1)CC1CCCO1 (stereo not given)	u	x
Cc1nn(C)c(Oc2ccccc2)c1CCNC(=O)CC(C)C	7%	11
COC(=O)CN1C(=O)C(O)=C(C(C)=O)C1c1ccc([N+](=O)[O-])cc1 (stereo not given)	u	x
O=C(NCc1cccc(Cl)c1)c1ccc(-c2csnn2)cc1	6%	-1
CCOc1ccccc1C(=O)N(C)Cc1cc2ccccc2[nH]c1=O	u	x
Cc1nc(SCC(=O)N(C)C2CCS(=O)(=O)C2)c(C#N)c(C)c1C (stereo not given)	2%	-10
Nc1nc(SCC(=O)N2CCN(S(=O)(=O)c3ccc(Cl)cc3)CC2)n[nH]1	u	x
COC(CNc1ncnc2c1cnn2C)OC	u	x
c1ccc(C2C3=C(Nc4ncnn42)c2ccccc2CCC3)cc1 (stereo not given)	8%	-26
CCC(=O)Nc1cccc(NC(=O)c2cc3ccccc3o2)c1	u	x
O=C(c1ccc(COc2ccccc2[N+](=O)[O-])o1)N1CCCCC1	-17%	-12
CCOC(=O)C1=NN(c2ccc(OC)cc2)C(c2ccccc2)CC1=O (stereo not given)	4%	-3
O=[N+]([O-])c1ccc(CSc2nnc(SCc3ccccc3)s2)cc1	u	x
COc1cc(CNc2ccc3[nH]c(=O)[nH]c3c2)ccc1OCc1ccc(C)cc1	u	x
CCCCCCNC(=O)C(C#N)c1nc2ccccc2nc1N1CCCC1 (stereo not given)	u	x
COc1ccc2nc(-c3ccco3)c(-c3ccco3)nc2c1	u	x
CC(C)OCCCNc1ncnc2c1[nH]c1ccccc12	u	x
COc1ccccc1NS(=O)(=O)c1cccc(C(=O)N/N=C/c2ccc3c(c2)OCCO3)c1	u	x
CCn1c2ccccc2c2cc(CN3CCN(S(=O)(=O)Cc4ccccc4)CC3)ccc21	u	x
N#Cc1cccc(C(=O)OCc2cccc(S(=O)(=O)N3CCOCC3)c2)c1	u	x
Cc1ccc(-c2cc(-c3ccc(F)cc3)c(C#N)c(N)n2)o1	u	x
CC(Oc1ccc(/C=N/NC(=O)Cc2cccc3ccccc23)cc1)C(=O)O (stereo not given)	13%	8
CC(NC(=O)COC(=O)c1ccc2c(=O)n3c(nc2c1)CCCCC3)c1ccccc1 (stereo not given)	-11%	-10
O=C(COc1ccc(Cl)cc1)Nc1ccc(N2CCN(C(=O)c3ccco3)CC2)cc1	-3%	-3
CN(C)S(=O)(=O)c1cc(NC(=O)CN2C(=O)NC3(CCCc4ccccc43)C2=O)ccc1Cl (stereo not given)	u	x
CCCn1c2c(c(O)c(C(=O)NCCCN(CC)CC)c1=O)CCCC2	-1%	0
O=C1Nc2ccc(S(=O)(=O)N3CCCCCC3)c3cccc1c23	u	x
CCN1CCN(CCOc2cccc(Cl)c2Cl)CC1	3%	9
COC(=O)c1c(NC(=O)C2CC=CCC2C(=O)O)sc2c1CCCCC2 (stereo not given)	u	x
CCOc1ccc(NS(=O)(=O)c2cc3c4c(c2)C(C)C(=O)N4CCC3)cc1 (stereo not given)	9%	x
O=C(O)c1cccc(NCc2cccnc2)c1	u	x

Full records, looked up by structure.
CCCCCCNC(=O)C(C#N)c1nc2ccccc2nc1N1CCCC1 (stereo not given) reads Lipid storage S3 = u; Lipid storage S3 cell count max = x
COc1cc(CNc2ccc3[nH]c(=O)[nH]c3c2)ccc1OCc1ccc(C)cc1 reads Lipid storage S3 = u; Lipid storage S3 cell count max = x

Carrying on.
SMILES	Lipid storage S3	Lipid storage S3 cell count max
Cc1nn(C)cc1C=NCCOCc1ccccc1	u	x
CCn1nc(C)c(CNC(=O)c2cc(COc3ccc(C)nc3)on2)c1C	u	x
O=[N+]([O-])c1ccc(Sc2ccc(Cl)c(Cl)c2)nc1	u	x
O=C(OCN1C(=O)c2ccccc2C1=O)c1ccc(Cl)nc1	u	x
O=C(CCc1nnc(CCCCc2ccccc2)o1)N1CCC(N2CCCC2)CC1	29%	20
[O-][n+]1cccc2c(Br)cc(Br)c(O)c21	2%	-3
CC(C)Oc1ccc(C(=O)NCC(=O)O)cc1	u	x
COCCNC(=O)C(c1cccc(OC)c1)N(C(=O)Cn1nnc2ccccc21)c1cccnc1 (stereo not given)	u	x
CCn1c(C(C)NC(=O)Cc2ccccc2)nc2ccccc21 (stereo not given)	u	x
CC(C)CNC(=O)c1c(F)c(F)c(F)c(F)c1F	15%	-3
CCCCSc1nnc(CCCCCNC(=O)OC(C)(C)C)o1	u	x
C=CCn1cc(C(=O)NCc2ccc3c(c2)OCO3)c(=O)c2cc(S(=O)(=O)N(CC)CC)ccc21	u	x
COc1ccc([N+](=O)[O-])cc1NC(=O)C(C)OC(=O)Cn1[nH]c(=O)c2ccccc2c1=O (stereo not given)	26%	25
O=C(CCn1ccc2cc(S(=O)(=O)N3CCCC3)ccc21)NCCc1ccccc1	u	x
O=C(Nc1ccc(OC(=O)c2cccs2)cc1)c1ccco1	i	x
O=C(CSc1nc2ccccc2c(=O)n1CC1CCCO1)NCc1ccccc1 (stereo not given)	u	x
O=C(Cn1nnc2ccccc2c1=O)NC1CCCCC1	u	x
Cc1cc(C)n(-c2nc3ccccc3nc2N2CCN(S(=O)(=O)c3ccc(F)c(C)c3)CC2)n1	u	x
C=CCc1c(C)nc(SC)nc1Nc1ccccc1	u	x
Cc1cc(C(=S)N2CCOCC2)c(C)n1-c1ccc(Cl)cc1	u	x
COc1ccc(CCCc2n[nH]c(=S)o2)cc1C	0%	-6
CCn1c(SCC(=O)Nc2nc3ccc(OC)cc3s2)nc2c1c(=O)n(C)c(=O)n2C	u	x
O=C(c1ccc(Cl)c(S(=O)(=O)NCc2cccnc2)c1)N1CCCC1	u	x
COc1ccc(NC(=S)c2ccccc2)cc1	u	x

Bioassay records: PubChem BioAssay, National Center for Advancing Translational Sciences (NCATS)

This is a subset. The share of hits here may be higher or lower than overall.
